Bioassay records deposited in PubChem by National Center for Advancing Translational Sciences (NCATS).
Cycloheximide cs – affects cycloheximide protein synthesis inhibition readout, counter-screen; AID 2314; cell reporter, cycloheximide protein synthesis inhibition counterscreen; 300,000 tested, 12% active; max response, %; in the data active = max response mostly above about 13%, no sharp cut-off; inactive = mostly below about 14%; note: read at 38.3 µM for the half of the compounds with a filed dose; 0% is about no effect
Pf growth 48h – inhibits P. falciparum growth in the first generation, 48 h; P. falciparum luciferase growth in erythrocytes, 48 h; AID 504832; Potency, µM (titrated, usually from 28.7 µM), without a hit: at the top dose activity change, negative = inhibition, actives largely listed as inhibitors; 310,000 tested, 5.9% active; note: potency is the fitted concentration of half-maximal effect; % is set by controls: 0 for no effect and ±100 for the full control effect
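Firefly luciferase activity from engineered P. falciparum reports growth; inhibitors lower the luminescent signal. Cultures contained 2% hematocrit erythrocytes at 0.1% final parasitemia.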
HCV inhibitor – blocks hepatitis C virus. Huh7.5.1 HCVcc-Cre infection, luciferase reporter, 44 h. Potency, µM (highest dose often 41.8 µM), without a hit: at the highest dose activity change, negative = inhibition, usual class: inhibitors. 340,000 tested, 3.4% active; note: potency is the fitted concentration of half-maximal effect; % is set by controls: 0 for no effect and ±100 for the full control effect
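Infectious HCVcc-Cre (~0.5 moi) was added to cells just after compound, with cells seeded 4 h earlier at 1,000 per well. Luciferase activity after 44 h culture reported infection; substrate was incubated 15 min at room temperature before reading.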
TbPYK inhibitor – T. brucei pyruvate kinase inhibition; TbPYK enzyme, Kinase-Glo Plus ATP luminescence, 45 min; AID 624173; Q57TT1; Potency, µM (series often up to 76.8 µM), without a hit: at the top dose activity, negative = inhibition, hits mostly inhibitors; 410,000 tested, 0.12% active; note: potency is the fitted concentration of half-maximal effect; % is set by controls: 0 for no effect and ±100 for the full control effect; nearly all actives have a fitted effect of over 50% in size
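ADP (130 uM final) triggers the TbPYK reaction after compound addition; incubation is 45 min at room temperature. Kinase-Glo Plus is then added and luminescence imaged. Normalized data are fitted to concentration-effect curves.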
Pf growth 96h – P. falciparum growth inhibition at 96 hours. P. falciparum luciferase reporter growth, 96 h. Potency, µM (highest dose often 28.7 µM), for the others: top-dose activity change, negative = inhibition, hits mostly inhibitors. 320,000 tested, 6.9% active; note: potency is the fitted concentration of half-maximal effect; % is set by controls: 0 for no effect and ±100 for the full control effect
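Infected RBCs, 2% Hct / 0.05% parasitemia final; luciferase-reporter P. falciparum; cpd 96 h, 37 C, 5% CO2; luciferase detection reagent; luminescence.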
LmPK inhibitor – LmPK (Leishmania mexicana) enzyme inhibition; Q27686; purified LmPK, Kinase-Glo ATP luminescence, 1 h; Potency, µM (series often up to 57.5 µM), for the others: at the highest dose activity change, negative = inhibition, usual class: inhibitors; 290,000 tested, 0.37% active; AID 1721; note: potency is the fitted concentration of half-maximal effect; % is set by controls: 0 for no effect and ±100 for the full control effect
Target sequence (Q27686 whole entry, looked up): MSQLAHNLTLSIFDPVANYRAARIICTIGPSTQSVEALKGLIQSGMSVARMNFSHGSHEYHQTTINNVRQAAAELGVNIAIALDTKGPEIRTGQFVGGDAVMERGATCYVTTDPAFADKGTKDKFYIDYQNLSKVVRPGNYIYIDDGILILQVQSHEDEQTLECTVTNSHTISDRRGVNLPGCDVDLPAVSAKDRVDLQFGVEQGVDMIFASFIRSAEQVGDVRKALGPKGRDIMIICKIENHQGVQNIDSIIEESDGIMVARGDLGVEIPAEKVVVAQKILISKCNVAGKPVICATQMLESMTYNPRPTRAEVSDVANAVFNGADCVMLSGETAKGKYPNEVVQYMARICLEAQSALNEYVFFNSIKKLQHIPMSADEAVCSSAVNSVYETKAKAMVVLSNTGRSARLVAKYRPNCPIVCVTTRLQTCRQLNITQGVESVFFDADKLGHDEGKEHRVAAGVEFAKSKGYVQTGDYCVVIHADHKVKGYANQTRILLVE
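Pyruvate kinase activity monitored as ATP production (luciferase luminescence). Conditions: 0.1 nM enzyme, 0.5 mM PEP, 0.1 mM ADP, 1 h, RT; normalized against uninhibited and no-enzyme wells.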
Shiga inhibitor – Shiga toxin inhibition. Vero cells, Shiga toxin protein synthesis inhibition reporter. inhibition, % at 38.7 µM. 290,000 tested, 9.2% active. AID 2315; in the data active = inhibition mostly above about 28%, no sharp cut-off; inactive = mostly below about 43%; note: 0% is about no effect
* = called active by the depositor; ? = inconclusive; · = no result given; [ ] = remark or other dose. Unless noted, calls come from the whole dose curve; as a rule, active = well fitted curve in the direction sought with a large enough effect; inconclusive = small, poorly fitted or top-dose-only effect, or another doubt; inactive = no such curve, though single readings can be large; an effect the other way counts as inactive or inconclusive.

The line under a structure holds: Cycloheximide cs, Pf growth 48h, HCV inhibitor, TbPYK inhibitor, Pf growth 96h, LmPK inhibitor, Shiga inhibitor
1	COc1ccc(-c2csc(Cc3nnc4n3CCCCC4)n2)cc1OC
    -3, -1%, 21%, 2%, -1%, -2%, 28
2	O=C(NCCCN1CCN(c2ccccc2F)CC1)Nc1ccc(F)cc1
    -1, ?, -3%, -3%, ?, -2%, -7
3	CCCCN(CC)CCNC(=O)c1cn(-c2ccc(Cl)cc2)c(=O)c2ccccc12
    5, ?, -21%, 3%, ?, -3%, 35
4	COc1ccc(-c2nc(C#N)c(N3CCC(C)CC3)o2)cc1
    16*, -11%[0.00184 µM], ?, -14%, -9%, 0%, 13
5	COc1ccc(-c2nc(C#N)c(NCCCn3ccnc3)o2)cc1OC
    1, ?, ?, -6%, ·, 0%, -7
6	CCc1cccc(C)c1NC(=O)c1cccnc1
    -3, 2%, 0%, -3%, ?, -1%, -8
7	CC1CCCCC1NC(=O)COc1ccccc1C#N (stereo unspecified)
    ·, -28%, -10%, -9%, -29%, ·, ·
8	Fc1ccc(-n2nnnc2-c2ccccc2Cl)cc1
    1, 7%, 21%, -4%, -5%, -6%, -6
9	Clc1ccc(-c2noc(CSc3nnc(Cc4cccs4)n3-c3ccccc3)n2)cc1
    -6, ·, ?, 0%, -10%, 4%, -9
10	O=C(COC(=O)c1ccc(OC(F)F)cc1)NCCNC(=O)COC(=O)c1ccc(OC(F)F)cc1
    -2, 17%, -3%, -4%, 25%, -11%, -22
11	CCOC(=O)C1=C(C)N(C)C(=S)NC1c1ccc(Cl)cc1Cl (stereo unspecified)
    -5, -17%, -9%, -4%, 15µM*, 3%, -6
12	CCc1cc(SC#N)cc(C)c1NC(=O)CCl
    1, 13µM*, ?, -8%, ?, -2%, 15
13	N#CCSc1nnc2c(Cl)cc(Cl)cn12
    1, 19%, 9%, 1%, 76%[activator], 1%, 4
14	CCOC(=O)c1cnc2c(Cl)cc(Cl)cc2c1NCCOCCO
    -2, -25%, ?, -5%, ·, -2%, -13
15	O=S1(=O)CC(O)C(N(CCO)C(=S)Nc2ccccc2)C1 (stereo unspecified)
    -3, 4%, 10%, -8%, 25%, 2%, 5
16	Cc1nc(SCC(=O)NCc2ccco2)c2oc3ccccc3c2n1
    -6, -4%, ?, 3%, -15%, 3%, -14
17	COc1ccccc1-n1nnnc1SCC(=O)NCC1(N2CCOCC2)CCCCC1
    ·, ?, ?, -3%, ?, ·, ·
18	O=C(CN1C(=O)c2cccc3cccc1c23)NCc1ccccn1
    10, -2%, -8%, 6%, ?, -1%, -3
19	COc1cc(-c2csc(CCn3nc(C)cc3C)n2)cc(OC)c1OC
    2, ?, ?, 1%, -18%, 2%, 1
20	CCCCn1c(SCc2cccc([N+](=O)[O-])c2)nc2ccsc2c1=O
    -2, ?, ?, 5%, 39%[activator], -3%, -6
21	COc1ccc(NC(=O)C2C3C=CC4(CN(Cc5cccnc5)C(=O)C24)O3)c(OC)c1 (stereo unspecified)
    -6, ·, 14%, -9%, ?, -3%, -2
22	CCC(OC(C)=O)c1cc2c(cc1[N+](=O)[O-])OCCO2 (stereo unspecified)
    -1, 11%, -3%, -1%, ?, 1%, 5
23	CC1=C(C(=O)OCc2ccccc2)C(c2ccc([N+](=O)[O-])cc2)NC(=O)N1 (stereo unspecified)
    -3, -7%, ?, -2%, 1%, -1%, -4
24	O=C(CN1C(=O)COc2ccc(S(=O)(=O)N3CCCC3)cc21)NCc1ccccn1
    -2, -7%, 12%, -3%, -2%, 7%, 5
25	COc1cccc(NC(=O)c2ccc(-n3cccn3)nc2)c1
    40*, 79%[activator], -14%, -4%, ?, -3%, 26*
26	O=C(Nc1cccc(S(=O)(=O)NC2=NCCC2)c1)C1CC(=O)N(c2ccc3c(c2)OCCO3)C1 (stereo unspecified)
    11, -28%, -1%, 6%, 1%, 6%, 17
27	CN(C)S(=O)(=O)c1cccc(C(=O)OCC(=O)NCc2ccccc2)c1
    -8, ·, 9%, 0%, 25%, 0%, -10
28	CCCc1nc2ccc([N+](=O)[O-])cc2[nH]1
    11, 14%, 12%, -2%, 10µM*, -2%, -7
29	C#CC1(OC(=O)c2ccccc2)CC(C)N(C)CC1C (stereo unspecified)
    -1, 12%, -1%, 1%, ?, -5%, -12
30	Cc1c(N=Cc2ccc(Cl)o2)c(=O)n(-c2ccccc2)n1C
    -1, 34%[activator], -5%, -6%, 20%, -2%, -5
31	CSc1nc(N)nc(SCC(=O)C23CC4CC(CC(C4)C2)C3)c1C#N
    20, ?, 10µM*, 1%, -6%, -1%, 32
32	CCCCn1c(N)c(N(CCOC)C(=O)c2oc3ccc(OCC)cc3c2C)c(=O)[nH]c1=O
    ·, -7%, 1%, 5%, ?, ·, ·
33	CCOc1ccccc1NC(=O)Cn1[nH]c(=O)c2ccccc2c1=O
    -1, 18%, ·, ·, -21%, 9%, -5
34	Cc1nn(-c2ccccc2)nc1C(=O)Oc1cc(C(F)(F)F)nn1-c1ccccc1
    -2, 0.37µM*, 1%, -3%, -29%, 6%, -2
35	Cc1cccc(CCNC(=O)c2cc(S(=O)(=O)N3CCOCC3)cn2C)c1
    0, 8%, -9%, -7%, ?, 4%, 5
36	Cc1cc(C)c(S(=O)(=O)c2ccccc2)c(OC(=O)c2c(F)cccc2F)n1
    11, ·, 5%, 2%, 16%, 15%, -4
37	O=C(/C(=C(\O)c1ccccc1)c1nc2ccccc2[nH]1)c1ccccc1
    -1, -10%, 0%, -1%, ?, 1%, 22
38	Cc1ccc(OCC(=O)N2CCN(C3=NS(=O)(=O)c4ccccc43)CC2)cc1
    -2, -11%, 9%, -7%, ?, 0%, -8
39	CCCNS(=O)(=O)c1ccc(OCC(=O)NCCC2=CCCCC2)cc1
    -4, ·, 5%, 0%, ?, 3%, 10
40	CC1CC(C)CN(CC(=O)Nc2cc(S(=O)(=O)N3CCOCC3)ccc2N2CCCC2)C1 (stereo unspecified)
    ·, ?, -2%, -4%, ?, ·, ·
41	O=C(CN(Cc1ccccc1)C(=O)c1csnn1)NCCc1ccccc1
    -3, -7%, 27%, -1%, 15%, 0%, 22
42	CCN(CCCNC(=O)C1CCN(S(=O)(=O)c2cnc[nH]2)CC1)c1cccc(C)c1
    5, ?, 9%, 9%, 9%, 4%, -3
43	O=C(NC1CCN(Cc2ccccc2)CC1)c1cccc(OC(F)F)c1
    -8, ?, -2%, 5%, 7%, 0%, -4
44	O=c1c2[nH]c3ccc(F)cc3c2nc2n1CCS2
    9, -12%, -20%, 0%, 34%[activator], -6%, 27
45	Cc1cc(/C=C2/NC(=O)NC2=O)c(C)n1-c1sc2c(c1C#N)CCCC2
    17, ?, -29%, -2%, ·, 7%, -10
46	COCCN(CC(=O)Nc1cccc(C)c1C)C(=O)c1cc2ccccc2cc1OC
    ·, ?, 4%, 2%, -25%, ·, ·
47	C=CCc1cc(OC)ccc1OCCON1C(=O)CCC1=O
    3, -2%, 1%, 3%, ·, -6%, -6
48	Cc1cc2cc(CN3C(=O)c4ccccc4C3=O)ccc2n1C
    1, -2%, -14%, -6%, ?, 4%, -2
49	CNC(=O)COC(=O)/C=C/c1cn(-c2ccccc2)nc1-c1ccc2c(c1)OCCO2
    9, ?, 12%, 1%, ?, 0%, 35
50	COc1ccc(NC(=O)CC(c2ccc(F)cc2)c2ccc(OC)cc2)cc1 (stereo unspecified)
    12, -18%, -29%, 0%, ?, 0%, -11

Further compounds follow:
The line under a structure holds: Cycloheximide cs, Pf growth 48h, HCV inhibitor, TbPYK inhibitor, Pf growth 96h, LmPK inhibitor, Shiga inhibitor
51	CCOc1ccc(S(=O)(=O)NCCC(=O)N2CC=C(c3ccccc3)CC2)cc1
    ·, 9.3µM*, 22µM*, -2%, ?, ·, ·
52	O=C(CN(c1ccc(F)cc1)S(=O)(=O)c1ccccc1)Nc1ccccc1C(=O)O
    2, -6%, 14%, -4%, ?, -1%, -10
53	CCN=C1SC(CC(=O)NC2CCCCC2)C(=O)N1CC (stereo unspecified)
    -1, -5%, 7%, 1%, ·, -3%, -8
54	O=C(NCCCO)c1cc([N+](=O)[O-])cc2c1C=Cc1ccccc1O2
    -2, 9%, -19%, -18%, ?, -3%, -14
55	S=C1NCN(Cc2cccnc2)CN1Cc1ccccc1
    1, 15%, -12%, -8%, 1%, 0%, 12
56	CC(=O)Nc1ccc(Nc2nc(-c3sc(NC(C)=O)nc3C)cs2)cc1
    -2, ?, 11µM*, -17%, ?, -1%, -3
57	COc1ccc(NC(=O)CCCn2c(=O)oc3ccccc32)cc1Cl
    66*, 131%[activator], -6%, -8%, 46%[activator], -3%, 64*
58	COCCNS(=O)(=O)c1cc(C)c(C)cc1C
    -8, 12%, 10%, 1%, ?, -3%, -11
59	C=CCn1c(SCC(=O)NC(=O)NC)nnc1C1CCCCC1
    -2, -2%, 6%, 3%, ?, 2%, -17
60	CCCCCCCCn1cnc2c(N)c(C)c(C)cc21
    -4, ?, 1.6µM*, 3%, ?, 0%, -12

Four structures from above, sorted by SMILES length, highest first:
The line under a structure holds: Cycloheximide cs, Pf growth 48h, HCV inhibitor, TbPYK inhibitor, Pf growth 96h, LmPK inhibitor, Shiga inhibitor
40	CC1CC(C)CN(CC(=O)Nc2cc(S(=O)(=O)N3CCOCC3)ccc2N2CCCC2)C1 (stereo unspecified)
    ·, ?, -2%, -4%, ?, ·, ·
24	O=C(CN1C(=O)COc2ccc(S(=O)(=O)N3CCCC3)cc21)NCc1ccccn1
    -2, -7%, 12%, -3%, -2%, 7%, 5
1	COc1ccc(-c2csc(Cc3nnc4n3CCCCC4)n2)cc1OC
    -3, -1%, 21%, 2%, -1%, -2%, 28
13	N#CCSc1nnc2c(Cl)cc(Cl)cn12
    1, 19%, 9%, 1%, 76%[activator], 1%, 4

More compounds follow:
The line under a structure holds: Cycloheximide cs, Pf growth 48h, HCV inhibitor, TbPYK inhibitor, Pf growth 96h, LmPK inhibitor, Shiga inhibitor
61	COc1cc(C(=O)N/N=C/c2ccc(OC(=O)c3cccc(C)c3)c(OC)c2)ccc1O
    -2, 11%, -2%, -3%, ?, -8%, -20
62	CCC/C=N/NC(=O)c1cc(-c2ccccc2)nc2ccccc12
    -6, 8%, 37%[activator], 3%, ?, 4%, -12
63	COCCN(C(=O)CSc1nnc(-c2ccc(Cl)cc2)o1)c1c(N)n(CC(C)C)c(=O)[nH]c1=O
    -2, ?, -2%, -2%, ?, -4%, -8
64	CC(=O)C(C(C)=O)C1(O)C(=O)c2ccccc2C1=O
    0, 6%, -2%, -8%, 1%, -3%, 3
65	O=c1oc(-c2cccnc2)nc2ccccc12
    -2, -10%, 6%, -8%, 109%[activator], -2%, -1
66	O=C(N/C(=C/c1ccco1)C(=O)N1CCCCCC1)c1ccccc1
    -7, -11%, 5%, -5%, -3%, 5%, 3
67	CC(C)N1CCN(c2ccc(O)cc2)CC1
    -5, ?, 1%, -1%, ?, -10%, -2
68	Cc1cccc(N2CCN(C(=O)CCCSc3nc4ccccc4[nH]3)CC2)c1C
    -2, ?, ·, -7%, 9.3µM*, 1%, -20
69	COc1ccc(C(=O)N2CCC(O)(c3ccc(Cl)cc3)CC2)cc1OC
    -1, -18%, -20%, 0%, -15%, 5%, -6
70	O=C(NNC(=O)c1ccccc1F)c1cccs1
    17, 66%[activator], 8%, -3%, 30%, -5%, 78
